TIM10 inh: TIM10 yeast growth inhibition; S. cerevisiae TIM10 strain growth, BacTiter-Glo luminescence, 24 h; inhibition, % at 10 µM; hit rate 1.4% among 330,000;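 active = inhibition of 40% or more at the single tested concentration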;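 note: wild-type TIM10 isogenic control strain grown at permissive 25 °C; 0% = DMSO yeast wells and 100% = minimal medium wells without yeast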
GRIN3A LBD mod: modulators (binders) of human NR3A ligand-binding domain; NR3A LBD differential scanning fluorimetry, Tm shift; 0% = protein alone, 100% = glycine-bound protein; Tm shift relative to glycine control, % at 25 µM; hit rate 2.5% among 340,000;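 active = melting temperature shift of at least 10% of the positive control shift, at one fixed dose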
CHOP UPR activ: activators of apoptotic arm of unfolded protein response (CHOP) | AID 449763 | CHO-CHOP luciferase reporter, UPR activation, luminescence; percent of tunicamycin response over DMSO baseline | activation, % at 10 µM | hit rate 0.34% among 330,000;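 active = at 10 µM dose, activation of 40% or more, normalized to positive control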;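 note: 100% = tunicamycin at 10 µg/mL and 0% = DMSO alone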
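Material: CHO-CHOP cells, stable luciferase reporter of PERK-eIF2a-CHOP signalling; quantity: 500 reporter cells seeded per well; buffer or medium: F12 medium containing 10% fetal bovine serum; compound: one dose, 10 µM in 0.5% DMSO; incubation: 6 h compound treatment, 37 °C; measured by: Steady-Glo luciferase luminescence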
tim10-1 inh: tim10-1 yeast growth inhibition. S. cerevisiae tim10-1 ts strain growth, BacTiter-Glo, 24 h. inhibition, % at 20 µM. hit rate 2.2% among 330,000;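 active = inhibition of at least 40%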;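 note: mutant grown at 25 °C; 0% = DMSO wells with yeast and 100% = wells holding no yeast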
APJ ag: agonists of human APJ apelin receptor. P35414. CHO-K1 APJ PathHunter beta-arrestin, luminescence; 0% DMSO wells, 100% apelin. activation, % at 20 µM. hit rate 0.11% among 330,000;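 active = activation more than six SD over the plate average, tested at 20 µM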;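 note: 0% = DMSO alone and 100% = apelin-13 at 10 nM; some results filed as inactive read as strong as hits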
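assay system = CHO-K1 APJ beta-arrestin complementation cell line | input = cell density 1000 per well | dosing = compound 20 µM once, DMSO 1% | timing = compound 90 min 25 °C, reagent 1 h | measured by = luminescence from split beta-galactosidase complementation, Galacton Star/Emerald II substrate | read-out basis = APJ agonist activity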
Mdm2 MdmX PPI: human Mdm2/MdmX binding inhibition | inhibition, % at 8 µM | O15151+Q00987 | hit rate 3% among 330,000 | SaOS-2 split-luciferase Mdm2/MdmX complementation, luminescence;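 active = inhibition of at least 50% at 8 µM in the primary screen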
Target sequence (O15151 whole entry, looked up): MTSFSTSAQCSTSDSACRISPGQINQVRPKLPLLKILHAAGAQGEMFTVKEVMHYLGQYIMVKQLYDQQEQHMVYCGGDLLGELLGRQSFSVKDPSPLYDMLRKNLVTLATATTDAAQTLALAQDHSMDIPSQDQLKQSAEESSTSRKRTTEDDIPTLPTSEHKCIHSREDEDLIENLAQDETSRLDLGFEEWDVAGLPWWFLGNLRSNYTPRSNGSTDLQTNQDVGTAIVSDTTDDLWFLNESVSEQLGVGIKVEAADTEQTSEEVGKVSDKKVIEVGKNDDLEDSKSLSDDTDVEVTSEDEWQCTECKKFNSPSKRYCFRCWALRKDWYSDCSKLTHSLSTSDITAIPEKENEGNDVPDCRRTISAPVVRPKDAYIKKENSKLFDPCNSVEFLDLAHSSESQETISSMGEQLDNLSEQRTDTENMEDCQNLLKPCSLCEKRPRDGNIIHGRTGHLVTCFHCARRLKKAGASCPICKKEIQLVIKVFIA
Target sequence (Q00987 whole entry, looked up): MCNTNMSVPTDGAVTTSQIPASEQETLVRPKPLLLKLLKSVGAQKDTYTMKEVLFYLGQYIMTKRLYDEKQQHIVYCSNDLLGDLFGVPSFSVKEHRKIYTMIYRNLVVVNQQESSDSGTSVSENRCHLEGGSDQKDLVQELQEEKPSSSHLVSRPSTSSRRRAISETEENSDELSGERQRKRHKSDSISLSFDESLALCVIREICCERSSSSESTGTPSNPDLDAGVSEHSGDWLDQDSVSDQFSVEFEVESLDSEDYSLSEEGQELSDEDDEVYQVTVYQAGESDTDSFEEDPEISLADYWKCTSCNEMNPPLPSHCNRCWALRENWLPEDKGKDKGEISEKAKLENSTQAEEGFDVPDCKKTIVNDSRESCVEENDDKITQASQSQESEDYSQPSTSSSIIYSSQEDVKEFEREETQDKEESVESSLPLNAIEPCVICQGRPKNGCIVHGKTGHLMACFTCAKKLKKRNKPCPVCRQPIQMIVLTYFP
tim23-1 inh: inhibits growth of tim23-1 mutant yeast. inhibition, % at 20 µM. hit rate 1.3% among 330,000. S. cerevisiae tim23-1 growth, BacTiter-Glo luminescence, 24 h;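 active = growth inhibition of the mutant yeast at or above 50%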;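 note: temperature-sensitive mutant grown at 25 °C; plate controls were DMSO-treated mutant yeast for no effect and medium wells lacking yeast for full effect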
UPR XBP1 act: adaptive UPR (XBP1) activation. activation, % at 20 µM. hit rate 0.33% among 330,000. CHO-XBP1 luciferase reporter, IRE1-XBP1 UPR activation, luminescence; percent of tunicamycin response, DMSO as zero;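 active = versus positive control, 20 µM dose yields 30% or more activation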;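 note: 100% = tunicamycin at 10 µg/mL and 0% = DMSO only wells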
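Test system: CHO-XBP1 luciferase reporter cells | Buffer or medium: Serum-containing F12 medium, 10% FBS | Schedule: 6 h compound exposure at 37 °C, 5% CO2 | Detection: Steady-Glo luciferase glow luminescence, 10 min after reagent addition | Read-out basis: Activation, % of tunicamycin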
NALP3 yeast inh: blocks the NALP3 inflammasome reconstituted in yeast; Yeast reconstituted NLRP3/ASC/caspase-1, beta-gal luminescence, 24 h; inhibition, % at 10 µM; hit rate 0.39% among 330,000; AID 2825;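 active = inhibition of 50% or more; inactive = inhibition below 50%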;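 note: plate controls were induced DMSO wells for no effect and uninduced yeast grown without galactose for full effect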
* hit, by the source's call; . = not tested or not shown.

A first look (4 entries):
entry	Structure	TIM10 inh	GRIN3A LBD mod	CHOP UPR activ	tim10-1 inh	APJ ag
1	C=CC[n+]1c(-c2ccc(C)cc2)csc1Nc1c(C)n(C)n(-c2ccccc2)c1=O	30	-3	-1.5	41*	-5
2	Cc1sc(/N=C/c2c(O)ccc3ccccc23)c(C#N)c1C	-6	.	-1.9	7	1
3	Cn1nnnc1SCC(=O)c1ccc2c(c1)OCCO2	1	-2	1.8	8	-3
4	Cn1nc(-c2ccc(Cl)cc2)c2cc(C(=O)N3CCN(C(=O)c4ccco4)CC3)sc21	24	-3	-0.4	41*	2

entry	Mdm2 MdmX PPI	tim23-1 inh	UPR XBP1 act	NALP3 yeast inh
1	17	39	-2	17
2	-21	0	1	17
3	4	13	3	17
4	22	33	-2	8

The whole of this part, repeating the preview:
entry	Structure	TIM10 inh	GRIN3A LBD mod	CHOP UPR activ	tim10-1 inh	APJ ag
1	C=CC[n+]1c(-c2ccc(C)cc2)csc1Nc1c(C)n(C)n(-c2ccccc2)c1=O	30	-3	-1.5	41*	-5
2	Cc1sc(/N=C/c2c(O)ccc3ccccc23)c(C#N)c1C	-6	.	-1.9	7	1
3	Cn1nnnc1SCC(=O)c1ccc2c(c1)OCCO2	1	-2	1.8	8	-3
4	Cn1nc(-c2ccc(Cl)cc2)c2cc(C(=O)N3CCN(C(=O)c4ccco4)CC3)sc21	24	-3	-0.4	41*	2
5	CC1(C)CC(=O)C2=C(C1)N(c1ccccc1)C(N)=C(C#N)C2c1ccccc1 (centres undefined)	20	1	-0.2	24	0
6	CCN1C(=O)CC(c2ccco2)Sc2ccccc21 (centres undefined)	-4	-1	0.3	18	-4
7	CC1CCN(C(=O)C2CCN(S(=O)(=O)N3CCC4(CC3)OCCO4)CC2)CC1	7	-1	2.4	1	-2
8	Cc1cc(C)nc(NC(=NCCc2c[nH]c3ccccc23)NC(=O)c2ccco2)n1	18	-2	4.5	28	-1

entry	Mdm2 MdmX PPI	tim23-1 inh	UPR XBP1 act	NALP3 yeast inh
1	17	39	-2	17
2	-21	0	1	17
3	4	13	3	17
4	22	33	-2	8
5	32	21	0	0
6	30	24	0	-73
7	2	4	-5	17
8	29	16	9	-3

Next records follow.
entry	Structure	TIM10 inh	GRIN3A LBD mod	CHOP UPR activ	tim10-1 inh	APJ ag
9	CCC(CC)COC(=O)C(C#N)c1nc2ccccc2nc1N1CCOCC1 (centres undefined)	2	2	-2.2	-1	-6
10	Cc1cc(C)c2sc(N(CCN(C)C)C(=O)c3c(F)cccc3F)nc2c1	17	4	0.0	9	-5
11	CN(CC(=O)Nc1ccc(N2CCOCC2)cc1)C(=O)C1CCCC1	-20	0	-1.4	-7	-1
12	Cn1c(=O)[nH]c(=O)c2c1nc(N/N=C/c1cccnc1)n2Cc1ccc(Cl)cc1	16	0	1.5	15	0
13	Cc1cccc(CCNS(=O)(=O)c2cnc[nH]2)c1	-1	0	-1.0	-2	-7
14	O=C(NCCN1CCOCC1)C1CC(=O)N(c2ccc(F)cc2)C1 (centres undefined)	2	-99	-1.1	7	-2
15	Cc1cccc(N2C(=O)CC(N3CCC(c4nc5ccccc5[nH]4)CC3)C2=O)c1 (centres undefined)	14	-1	-1.2	35	-5
16	CSc1ccccc1NC(=O)COC(=O)c1cnc(C)cn1	9	2	1.4	-9	0

entry	Mdm2 MdmX PPI	tim23-1 inh	UPR XBP1 act	NALP3 yeast inh
9	9	29	0	32
10	16	20	1	11
11	15	0	-3	14
12	62*	-2	6	8
13	-11	0	0	8
14	8	-2	-7	17
15	-1	17	5	5
16	16	-1	0	8

Following part:
entry	Structure	TIM10 inh	GRIN3A LBD mod	CHOP UPR activ	tim10-1 inh	APJ ag
17	COc1ccc(NC(=O)C2CC(c3ccc(Cl)cc3)=NO2)cc1OC (centres undefined)	-5	-4	-0.8	-10	-1
18	C=CCSc1nc(C)c(CCC(C)C)c(=O)[nH]1	-3	-1	-0.2	-1	-3
19	CN1CCN(CC(=O)Nc2ccccc2Oc2ccccc2)CC1	9	0	1.2	1	-7
20	CC(NC(=O)c1cccs1)c1nnc(SCc2ccc(Cl)cc2Cl)n1C (centres undefined)	12	-4	-1.8	23	-2
21	CCCCN1CC(COCc2ccccc2)Oc2ccccc2S1(=O)=O (centres undefined)	-2	17*	2.2	23	.
22	O=C(CSc1nnc(CNc2ccc(F)cc2)n1Cc1ccco1)N1CCOCC1	10	1	0.5	-5	8
23	COc1ccc(CC(=O)NCc2nnc(SCc3ccc(C)cc3)n2C)cc1	13	2	5.7	11	-2
24	Cc1ccc(C(=O)N/C(=C\c2ccc(-c3ccccc3[N+](=O)[O-])o2)C(=O)NCCCN2CCOCC2)cc1	25	1	14	20	15

entry	Mdm2 MdmX PPI	tim23-1 inh	UPR XBP1 act	NALP3 yeast inh
17	10	-1	-4	22
18	12	27	-2	4
19	-4	8	3	13
20	20	21	-1	3
21	36	42	-2	.
22	8	22	1	1
23	-14	9	0	0
24	9	16	-3	32

3 structures already listed, arranged by count of non-hydrogen atoms, rising.
entry	Structure	TIM10 inh	GRIN3A LBD mod	CHOP UPR activ	tim10-1 inh	APJ ag
17	COc1ccc(NC(=O)C2CC(c3ccc(Cl)cc3)=NO2)cc1OC (centres undefined)	-5	-4	-0.8	-10	-1
21	CCCCN1CC(COCc2ccccc2)Oc2ccccc2S1(=O)=O (centres undefined)	-2	17*	2.2	23	.
24	Cc1ccc(C(=O)N/C(=C\c2ccc(-c3ccccc3[N+](=O)[O-])o2)C(=O)NCCCN2CCOCC2)cc1	25	1	14	20	15

entry	Mdm2 MdmX PPI	tim23-1 inh	UPR XBP1 act	NALP3 yeast inh
17	10	-1	-4	22
21	36	42	-2	.
24	9	16	-3	32

Carrying on:
entry	Structure	TIM10 inh	GRIN3A LBD mod	CHOP UPR activ	tim10-1 inh	APJ ag
25	O=C(Nc1ccccc1Cl)Nc1cccc2cccnc12	30	39*	8.1	27	2
26	CC(C)OC(=O)c1ccc(COC(=O)CNC(=O)c2ccco2)cc1	-19	0	-0.3	11	-1
27	COc1ccc(C(=O)Nc2ccc3c(c2)nc(CCNC(C)=O)n3C)cc1	1	2	2.1	-2	-2
28	O=C(Cc1c(O)c2ccccc2[nH]c1=O)NC1CCCCCC1	-30	-2	-2.0	-31	-3
29	CC(C)n1cc(CN2CCC(Oc3ccc(C(=O)N4CCCCC4)cc3)CC2)cn1	-10	3	-1.0	-16	-6
30	S=C(NC1CCCCC1)N1CCn2cccc2C1c1cccnc1 (centres undefined)	2	2	-1.4	-15	-2
31	CCOC(=O)C1CCN(Cc2nc3ccc(Cl)cc3n2CCO)CC1	-3	0	-0.5	21	-5
32	COc1ccccc1NC(=O)c1cc(S(=O)(=O)N2CCCC2)cn1C	-4	-1	2.2	-10	5

entry	Mdm2 MdmX PPI	tim23-1 inh	UPR XBP1 act	NALP3 yeast inh
25	-76	36	-1	11
26	-5	17	-5	17
27	-23	-5	0	11
28	-2	-25	1	3
29	12	7	-1	24
30	26	-205	-2	10
31	5	1	1	3
32	-16	-2	-4	9

Remaining list, next part.
entry	Structure	TIM10 inh	GRIN3A LBD mod	CHOP UPR activ	tim10-1 inh	APJ ag
33	COc1ccccc1N1CCN(C(=O)C(NS(=O)(=O)c2cccs2)c2ccccc2)CC1 (centres undefined)	23	0	-0.7	36	1
34	C#CCOCCOCCOCCNc1nc(N2CCN(C(=O)[C@H](CCCCN)n3cc(CN)nn3)CC2)nc(N2CCN(C(=O)[C@H](CCC(=O)O)n3cc([C@@H](N)CCCCN)nn3)CC2)n1	7	3	-1.1	14	-5
35	COC(=O)Cc1c(C)c2ccc(OCC(=O)N(C)C3CCS(=O)(=O)C3)cc2oc1=O (centres undefined)	1	0	5.2	-3	8
36	O=C(CN1C(=O)S/C(=C\c2ccccc2Cl)C1=O)NCCCn1ccnc1	10	0	0.9	15	5
37	C[C@@H]1CN([C@@H](C)CO)C(=O)c2cccc(NC(=O)C3CCOCC3)c2O[C@H]1CN(C)S(=O)(=O)c1ccc(Cl)cc1	2	-2	0.1	1	0
38	CC(=O)Nc1ccccc1-c1nnn(CC(=O)Nc2ccc3c(c2)OCCO3)n1	-1	1	0.3	-2	-1
39	CCOC(=O)c1c(NC(=O)CCN2CCOCC2)sc2c1CC(C)(C)OC2	12	0	-0.9	42*	-3
40	COc1c(C(=O)NNC(=O)c2ccccc2Cl)csc1Br	2	2	1.0	-27	-3

entry	Mdm2 MdmX PPI	tim23-1 inh	UPR XBP1 act	NALP3 yeast inh
33	24	22	2	5
34	31	15	-1	5
35	0	13	-6	10
36	8	-3	-4	2
37	5	7	-3	12
38	2	-7	0	20
39	-12	29	0	10
40	-1	2	2	13

Next section
entry	Structure	TIM10 inh	GRIN3A LBD mod	CHOP UPR activ	tim10-1 inh	APJ ag
41	OCCC1CN(C/C(Cl)=C/c2ccccc2)CCN1C1CCCC1 (centres undefined)	6	-3	0.0	0	-4
42	COc1cccc(C(=O)NNC(=O)C(=O)Nc2ccc(C)cc2)c1	13	-14	2.2	-18	-1
43	N#Cc1nnn(-c2cc(Cl)cc(Cl)c2)c1N	-15	-1	-0.7	7	-1
44	COc1ccc(OC)c(NC(=O)Cn2c(=O)n(CC(=O)NCc3ccco3)c(=O)c3ccccc32)c1	-4	0	1.8	19	0
45	COc1ccccc1N1CCN(C(=O)CCC(=O)Nc2nnc(C(C)C)s2)CC1	6	0	0.1	5	-1
46	CC(C)(C)C(=O)/C=c1\[nH]c(=O)/c(=C\c2ccc(F)cc2)s1	24	2	2.6	21	0
47	CCc1c(C)c2ccc(OCC(=O)OC(C)C)c(C)c2oc1=O	24	2	3.3	8	4
48	[2H]c1c([2H])c([2H])c(C(=O)c2sc(N3CCCCCC3)nc2-c2ccccc2)c([2H])c1[2H]	13	0	-0.9	33	-3
49	Cc1cc2nc(C(C)(C)C)cc(N)n2n1	-3	0	1.2	-5	1

entry	Mdm2 MdmX PPI	tim23-1 inh	UPR XBP1 act	NALP3 yeast inh
41	-11	4	-2	24
42	3	7	-2	-16
43	6	-1	0	3
44	8	-7	0	10
45	16	4	-3	1
46	-23	52*	-2	29
47	15	17	7	17
48	-1	33	-2	22
49	21	16	-2	9

Compound activity (PubChem BioAssay)

Random draw from the library; any-hit rate near 8.2%.
